PDI inh – PDI (human) enzyme inhibition; PDI insulin aggregation turbidity, A650, 90 min; inhibition, % at 10 µM; 350,000 compounds, 0.052% hits;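 active means mean inhibition across replicates of 30% or more, whatever share of single replicates reach that level; inconclusive means mean inhibition below 30% while every single replicate reaches 30%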;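 further: absorbance from insulin aggregation driven by PDI reduction with DTT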
MC4R ag barr – agonists of human melanocortin 4 receptor (MC4R) beta-arrestin. P32245. U2OS MC4R beta-arrestin complementation, luminescence; percent of melanotan II response, DMSO zero. activation, % at 8.9 µM. 360,000 compounds, 0.98% hits. AID 540308;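 active means activation above a per-plate cutoff, the mean activation of sample wells on that plate plus 3 SD, cut at about 8% in these data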
Target sequence (P32245 whole entry, looked up): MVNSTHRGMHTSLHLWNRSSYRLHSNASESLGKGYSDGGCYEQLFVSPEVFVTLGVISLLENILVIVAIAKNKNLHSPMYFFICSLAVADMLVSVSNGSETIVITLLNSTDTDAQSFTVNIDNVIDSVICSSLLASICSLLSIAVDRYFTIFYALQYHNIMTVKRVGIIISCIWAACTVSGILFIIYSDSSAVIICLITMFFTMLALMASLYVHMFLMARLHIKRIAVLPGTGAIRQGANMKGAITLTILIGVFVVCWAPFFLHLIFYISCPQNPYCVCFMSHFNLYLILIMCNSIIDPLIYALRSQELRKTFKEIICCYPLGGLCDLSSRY
ABCB6 inh MLPCN – human ABCB6 transporter inhibition; K562-ABCB6 porphyrin accumulation, flow cytometry, 1 h; stronger effect = lower value; fluorescence ratio to DMSO, % at 10 µM; 360,000 compounds, 0.19% hits;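 active means fluorescence ratio to DMSO below 75%, the collection mean minus 3 SD; inconclusive means too few cells collected in the well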;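 further: signal is porphyrin accumulated inside mitochondria; 100% equals median channel fluorescence of DMSO control wells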
m5-HT2A agonist – mouse HTR2A agonism via beta-arrestin recruitment; activation, % at 7.6 µM; CHO-K1 mHTR2A beta-arrestin complementation, luminescence; percent of 30 µM serotonin response; 360,000 compounds, 0.66% hits; AID 624169;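 active means activation above a run cutoff, the mean activation of all tested compounds plus 3 SD, cut at about 14% in these data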;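 further: 0% = plate median of compound wells and 100% = 30 µM serotonin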
Target sequence (P35363 whole entry, looked up): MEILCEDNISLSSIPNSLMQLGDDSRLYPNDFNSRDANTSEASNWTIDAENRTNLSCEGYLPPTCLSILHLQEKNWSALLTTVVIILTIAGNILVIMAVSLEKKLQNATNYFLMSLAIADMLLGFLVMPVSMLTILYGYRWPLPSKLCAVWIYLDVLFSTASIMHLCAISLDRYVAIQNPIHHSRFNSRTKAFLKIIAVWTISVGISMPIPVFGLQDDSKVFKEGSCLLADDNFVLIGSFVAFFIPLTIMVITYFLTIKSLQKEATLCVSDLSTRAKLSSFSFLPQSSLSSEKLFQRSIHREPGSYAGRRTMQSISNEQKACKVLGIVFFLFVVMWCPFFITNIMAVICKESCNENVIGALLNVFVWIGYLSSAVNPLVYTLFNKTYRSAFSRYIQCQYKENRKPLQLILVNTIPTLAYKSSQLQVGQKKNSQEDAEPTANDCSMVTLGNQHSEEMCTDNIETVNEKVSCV
Cardio protect – protects H9c2 cardiomyocytes from peroxide injury; H2O2 injury protection, ATPLite, 2 h; protection from H2O2 cell death, % at 20 µM; 360,000 compounds, 0.63% hits;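 active means compounds giving at least 50% protection of heart cells from peroxide-induced death in the single-dose screen, raw or plate-pattern-corrected value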;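 further: 0% = DMSO wells with peroxide and 100% = DMSO wells without peroxide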
MC4R antag cAMP – human MC4R antagonism in cAMP assay. MC4R-expressing cells, MTII-stimulated cAMP, LANCE TR-FRET. AID 540295. 360,000 compounds, 0.48% hits. inhibition, % at 6.5 µM;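 active means inhibition above its plate's cutoff, the mean of tested wells on that plate plus 3 SD, cut at about 29% in these data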;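 further: 0% = Melanotan II alone and 100% = Melanotan II plus saturating MCL0020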
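Assay system: U2OS-MC4R stable cell line; Also added: Melanotan II; Technique: Eu-cAMP/anti-cAMP TR-FRET, emission 671 nm; Times: 30-min compound, 1-h challenge, 1-h detection, room temperature.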
Exocytosis inh – blocks lytic granule exocytosis; TALL-104 LAMP-1 surface exposure, flow cytometry; cells stimulated with thapsigargin and PMA; inhibition, % at 10 µM; 360,000 compounds, 0.66% hits;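 active means inhibition above about 55%, limit read from the data; inconclusive means no clear call, values can overlap the other calls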
ABHD5 PLIN5 PPI – blocks binding of human ABHD5 to perilipin-5; Q00G26+Q8WTS1; Split G. princeps luciferase complementation, luminescence, 4 h; 360,000 compounds, 0.78% hits; inhibition, % at 4 µM; AID 602281;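 active means inhibition above the mean inhibition across every tested compound plus 3 SD, cut at about 22% in these data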;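 further: 0% = DMSO only wells and the 100% control is not disclosed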
CaV13 ICDI inh – Disruptors of the CACNA1D IQ motif to Ca2+-dependent inactivation inhibitor domain association, primary screening, Förster resonance energy transfer in intact living …; HEK cells, CFP/YFP FRET ICDI-IQ, plate reader, 10 min; percent FRET-ratio fall versus neutral wells; inhibition, % at 12.3 µM; 340,000 compounds, 0.098% hits;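 active means mean replicate inhibition of at least 30% and at least 1% of replicates passing that level; inconclusive means only one of the two criteria is met; inactive means neither criterion is met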;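 further: 0% = median of the neutral control wells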
N-glyco inh – blocks N-linked glycosylation in D54 reporter cells; D54 ERlucT glycosylation luciferase reporter, 24 h; percent of 100 nM tunicamycin response; reporter increase, % at 12.5 µM; 360,000 compounds, 0.23% hits; AID 588692;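 active means mean luciferase reporter signal, scaled so untreated is 0 and the glycosylation-blocking control 100, at or above a set limit in every replicate; inconclusive means mean reaches the limit but not every replicate does; inactive means mean below the limit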;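 further: luciferase carries N-glycosylation sites so blocking glycosylation raises the light; 0% = median of neutral control wells and 100% = median of 100 nM tunicamycin wells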
An asterisk follows results filed as active; ? = inconclusive; nt = no result given.

SMILES	PDI inh	MC4R ag barr	ABCB6 inh MLPCN	m5-HT2A agonist	Cardio protect	MC4R antag cAMP	Exocytosis inh	ABHD5 PLIN5 PPI	CaV13 ICDI inh	N-glyco inh
COCCn1c(=O)[nH]c2cc(C(=O)N3CCN(c4cccc(Cl)c4)CC3)ccc2c1=O	-11	1.2	91	4	2	6	-4	-4	-4	2
CC1CCN(CCc2nc3cc(NC(=O)COc4ccc([N+](=O)[O-])cc4)ccc3n2C)CC1	-1	-1.3	97	-15	-1	3	3	14	-2	-8
CCCc1c(C(=O)N/N=C/c2ccc(OC)c(OCc3ccccc3)c2)nnn1-c1nonc1N	-7	-2.9	97	0	18	19	0	5	-5	3
COc1ccccc1NC(=O)CSc1ccc2nnc(-c3ccc(C)cc3)n2n1	10	0.1	103	-5	69*	11	0	8	-6	-5
O=C(c1ccccc1)c1coc2c1C(=O)c1ccccc1C2=O	1	1.4	105	2	-16	-7	14	-5	-2	-10
O=C1NC(c2cccc([N+](=O)[O-])c2)Oc2ccccc21 (configuration not stated)	3	0.5	102	5	9	9	-3	4	-5	2
CC1CCCC(NC(=O)c2ccc(F)c(S(=O)(=O)N3CCOCC3)c2)C1C (configuration not stated)	1	0.9	103	-4	-4	0	-9	5	-6	0
CCCc1nnc(NC(=O)c2cccnc2)s1	-2	-0.8	104	1	1	0	-5	3	-5	1
O=C(NNC(=O)C1CC(=O)N(c2ccc3c(c2)OCCO3)C1)c1ccc(F)cc1 (configuration not stated)	2	3.8	100	-2	6	5	6	5	-4	2
Cc1cc2nnc(SCc3ccc4c(c3)OCO4)n2c2ccccc12	3	-2.5	95	0	2	5	-4	1	8	-2
CCOc1ccc(Oc2ccc(C(F)(F)F)cc2N)cc1	7	-0.1	91	-1	-20	3	1	-3	-6	-4
Cc1noc(C)c1N=Nc1ccc(Br)cc1C(=O)O	-1	-2.8	95	10	-9	-1	-1	-4	0	2
O=C(NCCCc1ccccc1)c1cccc(NC(=O)C2CCCC2)c1	3	-0.3	101	-3	-2	5	-10	4	-8	-2
O=C1[C@@H]2[C@H](C(=O)N1O)[C@H]1C=C[C@@H]2C1	-6	1.1	96	4	-4	-3	-8	3	-5	0
O=C(NCc1ccco1)/C(=C\c1cccc([N+](=O)[O-])c1)NC(=O)c1ccco1	0	-2.8	92	1	3	7	-1	0	-7	4
CC(=O)c1ccc(O)c(CSc2nncn2C)c1	-3	-0.6	90	9	4	-8	1	0	-6	1
C=CCOC(=O)C1=C(C)NC(SCC(=O)N(CC)CC)=C(C#N)C1c1ccccc1 (configuration not stated)	3	-0.3	90	-5	-2	3	1	-7	-4	-10
O=C(NC1CCCCC1)C1Cc2ccccc2CN1S(=O)(=O)c1ccc(F)cc1 (configuration not stated)	-7	2.1	102	-1	3	19	19	-8	-8	-1
Cc1cccc(C)c1NS(=O)(=O)c1cc2c3c(c1)CC(=O)N3CCC2	0	2.1	99	-3	10	21	-12	2	-2	-1
O=C(NCCNS(=O)(=O)c1ccc(Cl)cc1)c1cc(OCC(F)(F)F)ccc1OCC(F)(F)F	3	1.9	94	-4	-11	8	-3	3	-7	1
CCOC(=O)c1sc(NC(NC(=O)c2ccco2)(C(=O)OC)C(F)(F)F)nc1C (configuration not stated)	0	-1.2	102	0	-1	3	0	2	-7	-1
COc1cc(NC(=O)CSc2ccc(-c3ccco3)nn2)cc(OC)c1	-4	-1.5	95	0	8	-7	3	7	-6	-2
C/C(=N\NC(=O)c1cc(-c2ccco2)nc2ccccc12)c1cccnc1	-2	-2.4	83	-2	-5	-6	0	5	-4	1
COCC(=O)N(C)C1(c2nnnn2CCOC(=O)Nc2cccc3ccccc23)CCCC1	-8	-0.8	100	2	-2	8	-5	-1	nt	-1
COc1ccc(CCN2CC(C(=O)NCCc3ccc(C)cc3)CC2=O)cc1OC (configuration not stated)	2	-2.9	92	-3	-4	5	-1	-3	-7	0
Next records follow.
SMILES	PDI inh	MC4R ag barr	ABCB6 inh MLPCN	m5-HT2A agonist	Cardio protect	MC4R antag cAMP	Exocytosis inh	ABHD5 PLIN5 PPI	CaV13 ICDI inh	N-glyco inh
CC1CCCC(NC(=O)CN(C)S(=O)(=O)c2cnc[nH]2)C1C (configuration not stated)	-1	-1.1	96	-1	3	5	-3	3	-4	0
COc1ccc(NC(=O)CSc2nc(O)c(Cc3ccccc3)c(=O)[nH]2)cc1	2	-0.8	101	-3	-5	0	-2	4	-9	1
O=C(COc1ccccc1)Nc1nc2cc3c(cc2s1)OCO3	-2	2.5	99	0	-8	1	4	-3	nt	-1
O=S(=O)(N/N=C\c1ccc2c(c1)OCO2)c1ccc(Cl)cc1	-12	1.8	103	4	-2	-8	-1	-2	-7	-1
CCOC(=O)c1csc(NC(=O)CSc2nnnn2-c2ccc3c(c2)OCCO3)n1	-14	0.3	94	4	-14	0	0	2	nt	-1
CN(CC(=O)Nc1cccc(F)c1)C(=O)c1ccc(N2CCCCCC2)c([N+](=O)[O-])c1	-3	-1.9	97	-4	-8	-13	0	0	-5	-3
Cc1ccc2[nH]c(=O)c(CN(Cc3ccco3)C(=O)N3CCOCC3)cc2c1	5	2.1	?	5	7	-6	1	1	11	4
CSc1cccc(N2CC(C(=O)N(CC(C)C)c3c(N)n(Cc4ccccc4)c(=O)[nH]c3=O)CC2=O)c1 (configuration not stated)	-1	-4.3	96	3	4	26	-6	-12	-6	2
CC1(C)Cc2nc3nc(SCC(=O)NCCc4ccccc4)n(-c4ccccc4)c(=O)c3cc2CO1	-4	-1.7	95	3	4	-2	-1	11	-4	1
COc1ccc(N2CCN(c3ncnc4c3[nH]c3ccccc34)CC2)cc1	10	0.4	105	2	-22	-1	2	-2	nt	-4
COc1cc(N)c(Cl)cc1C(=O)OCC(=O)NCc1cccs1	3	0.4	93	7	-2	0	3	7	-4	1
CCCCN(Cc1cc2cc(OC)ccc2[nH]c1=O)C(=O)c1ccco1	-8	-0.6	91	-3	9	6	0	10	-3	3
CCc1ccccc1NC(=O)Nc1ccc2c(c1)OCO2	-9	-0.2	93	4	-2	1	-13	-2	0	1
O=C(/C=C/c1ccco1)NC(=S)Nc1nc(-c2ccc(Cl)cc2)cs1	5	-0.8	100	3	-4	0	-3	7	-16	2
Cc1ccc(C(=O)N/N=C/c2ccc(-c3ccc(Br)cc3[N+](=O)[O-])o2)o1	-1	-5.8	111	-1	28	-3	6	-50	-2	6
COc1ccc(CN2CC(C(=O)NCCc3ccccc3)CC2=O)cc1 (configuration not stated)	-4	-2.9	106	2	1	4	-1	2	-5	-2
Cc1ccc(C2C3=C(NCCN=C3c3ccccc3)C(=O)N2c2ccccc2)cc1 (configuration not stated)	-3	-3.3	99	-2	26	8	-4	-1	-9	-2
CCOc1cc(/C=N/NC(=O)CSc2nncn2C)ccc1OCc1cccc(C)c1	-13	3.2	97	0	9	-5	0	16	-4	0
Cc1cc(NC(=O)c2noc3c2CCCCC3)no1	10	-1.2	96	4	-3	1	7	-4	-8	-7
CC(=O)Nc1ccc(S(=O)(=O)n2cnc3ccccc32)cc1	13	0.6	96	5	-3	2	-1	0	-5	2
CCN(CC)C(=O)Cn1cnc2sc(C(=O)Nc3cc(OC)c(OC)c(OC)c3)c(C)c2c1=O	3	-1.8	97	-2	3	2	-3	-2	-5	3
CCC(=O)c1ccccc1OCCCn1cncn1	5	0.6	91	5	-4	2	2	-6	0	1
Cc1c(CCOC(=O)c2ccc(Cl)cc2Cl)sc[n+]1CC(=O)c1ccc(Br)cc1	2	28*	101	3	-15	8	8	9	-5	-2
FC(F)(F)c1ccc(NCCc2ccccc2)nc1	0	4.7	95	-4	-7	-1	-8	-3	-21	3
O=C(N/N=C/c1ccncc1)c1ccc(OCc2ccccc2)cc1	2	1.1	102	-5	-4	23	-1	2	-14	2
COc1ccc(-c2nnc3ccc(SCC(=O)Nc4nc5ccc(C)cc5s4)nn23)cc1OC	-12	1.1	93	-1	11	1	-10	0	-4	6
Cc1ccc(Nc2nnc(SCc3cc(=O)n4ccsc4n3)s2)c(C)c1	-5	-1.0	98	1	39	7	0	1	-4	0
COc1cc(Cl)c(NS(=O)(=O)c2cc3[nH]c(=O)c(=O)[nH]c3cc2C)c(OC)c1	nt	1.8	108	-1	-3	2	2	2	-2	1
O=C(CN1C(=O)CC(c2ccco2)Sc2ccccc21)NCC1CCCO1 (configuration not stated)	1	-0.3	81	1	3	1	0	6	-3	0
O=C(N/C(=C\c1ccc(Cl)cc1)C(=O)N1CCCCC1)c1ccco1	5	-0.6	95	-5	3	3	-9	-3	-2	-3

Retrieved one by one from the entries so far (three):
SMILES	PDI inh	MC4R ag barr	ABCB6 inh MLPCN	m5-HT2A agonist	Cardio protect	MC4R antag cAMP	Exocytosis inh	ABHD5 PLIN5 PPI	CaV13 ICDI inh	N-glyco inh
Cc1ccc(C(=O)N/N=C/c2ccc(-c3ccc(Br)cc3[N+](=O)[O-])o2)o1	-1	-5.8	111	-1	28	-3	6	-50	-2	6
O=S(=O)(N/N=C\c1ccc2c(c1)OCO2)c1ccc(Cl)cc1	-12	1.8	103	4	-2	-8	-1	-2	-7	-1
COc1ccc(N2CCN(c3ncnc4c3[nH]c3ccccc34)CC2)cc1	10	0.4	105	2	-22	-1	2	-2	nt	-4

Arranged by molar mass (descending): three of the compounds above
SMILES	PDI inh	MC4R ag barr	ABCB6 inh MLPCN	m5-HT2A agonist	Cardio protect	MC4R antag cAMP	Exocytosis inh	ABHD5 PLIN5 PPI	CaV13 ICDI inh	N-glyco inh
O=C(CN1C(=O)CC(c2ccco2)Sc2ccccc21)NCC1CCCO1 (configuration not stated)	1	-0.3	81	1	3	1	0	6	-3	0
O=C(N/C(=C\c1ccc(Cl)cc1)C(=O)N1CCCCC1)c1ccco1	5	-0.6	95	-5	3	3	-9	-3	-2	-3
CCC(=O)c1ccccc1OCCCn1cncn1	5	0.6	91	5	-4	2	2	-6	0	1

Compounds listed so far that contain a thiophene ring, fused or not (2):
SMILES	PDI inh	MC4R ag barr	ABCB6 inh MLPCN	m5-HT2A agonist	Cardio protect	MC4R antag cAMP	Exocytosis inh	ABHD5 PLIN5 PPI	CaV13 ICDI inh	N-glyco inh
COc1cc(N)c(Cl)cc1C(=O)OCC(=O)NCc1cccs1	3	0.4	93	7	-2	0	3	7	-4	1
CCN(CC)C(=O)Cn1cnc2sc(C(=O)Nc3cc(OC)c(OC)c(OC)c3)c(C)c2c1=O	3	-1.8	97	-2	3	2	-3	-2	-5	3

High-throughput results deposited in PubChem by several laboratories.
